Integrin act MD – integrin-mediated muscular dystrophy alleviation activation; alpha7betagal myoblasts, beta-gal FDG fluorescence, 48 h; Potency, µM (titrated, usually from 38.3 µM), for inactives: top-dose activation, most hits filed as activators; 350,000 compounds, 0.064% hits; AID 624291;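 further: potency means the concentration at half of the fitted maximal effect; 100% = response of the positive control SU9516; nearly all actives have a fitted effect of over 60% in size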
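Alpha7betagal+/- myoblasts (passage 13) were plated 16-24 hr, then exposed to compounds (1:260 dilution of DMSO stock) for 48 hours at 37C. After MPER lysis, β-galactosidase reporter activity was read as FDG fluorescence (ex 480/em 540) after 30 minutes.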
S-ASM inh – blocks human secretory acid sphingomyelinase; 340,000 compounds, 0.006% hits; AID 504937; Potency, µM (top dose mostly 57.5 µM), without a hit: at the highest dose activity change, negative = inhibition, hits mostly inhibitors; P17405; placental ASM, HMU-PC fluorogenic substrate, 60 min; further: potency means the concentration at half of the fitted maximal effect
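Human placenta-derived ASM preincubated with compound 10 min at room temperature, then reacted with 9 uM (final) fluorogenic HMU-PC substrate for 60 min at 37 C. Stop solution raises pH to 10; fluorescence read at Ex 386/Em 447 nm.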
BRCA1 expr up – activators of BRCA1 expression | AID 624202 | 380,000 compounds, 1.1% hits | MCF7-BRCA1-FFLuc reporter, luminescence, 48 h; response scale: scaled: vehicle 0%, 10 µM genistein 100% | Potency, µM (titrated, usually from 46.1 µM), without a hit: at the highest dose activation, usual class: activators; further: potency means the concentration at half of the fitted maximal effect; nearly all actives have a fitted effect of over 80% in size; some results filed as inactive show a strong effect at the top dose
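MCF7-BRCA1-FFLuc cells, 2000/well in phenol-red-free MEM, attached 2 h then treated 48 h at 37 C. Luciferase luminescence read 15 min after reagent; normalized to genistein maximum activation (10microM) and DMSO, concentration-response fitted.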
p53 reactivator – re-activators of mutant p53 | AID 504706 | Potency, µM (titrated, usually from 92.2 µM), without a hit: at the top dose activity change, positive = activation, usual class: activators | H1299 p53-A138V BP100-luciferase reporter, luminescence, 24 h | 320,000 compounds, 0.063% hits; further: potency means the concentration at half of the fitted maximal effect; % of control where 0% means no effect; nearly all actives have a fitted effect of over 45% in size
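p53-null H1299 cells stably carrying temperature-sensitive p53-A138V and a BP100-luciferase reporter were pinned with compounds (4-point, 1:5 series) and held 24 hrs at 37 deg C. Luminescence was read 10 min after detection reagent.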
uPA surface inh – cell surface uPA generation inhibition; cell surface uPA generation assay, qHTS; Potency, µM (series often up to 38.3 µM), without a hit: at the top dose activity change, negative = inhibition, usual class: inhibitors; 330,000 compounds, 0.31% hits; active means well fitted inhibition curve with a large enough effect; inconclusive means small, poorly fitted or top-dose-only effect; inactive means no such curve, though single readings can be large or run the other way; tested in mouse RAW 264.7 cells; further: potency means the concentration at half of the fitted maximal effect; on the % scale 0 is the no-effect control and ±100 the full control effect; nearly all actives have a fitted effect of over 55% in size
ELG1 genotoxic – induces genotoxicity in HEK293T cells with luciferase-tagged ELG1; HEK293T ELG1-luciferase reporter, luminescence, 16 h; Potency, µM (titrated, usually from 46 µM), without a hit: at the top dose activity change, positive = activation, usual class: activators; 330,000 compounds, 1.3% hits; AID 504466; further: potency means the concentration at half of the fitted maximal effect; % of control where 0% means no effect; nearly all actives have a fitted effect of over 60% in size
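16 hr compound incubation (37 °C, 5% CO2) of HEK293T cells carrying luciferase-tagged ELG1; luciferase then measured by ONE-Glo luminescence after 30 min at RT.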
TRPV1 agonist – human TRPV1 agonism | AID 540275 | activation, % at 8.33 µM | 320,000 compounds, 0.19% hits | Q8NER1 | TRPV1-expressing cells, Fluo-8 calcium influx, agonist mode; in the data active means activation above about 80%; inconclusive means between about 30% and that limit; further: 0% is about no effect
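TRPV1-expressing cells were cultured overnight at 35.5C and loaded with Fluo-8 calcium dye for 40 to 90 min at room temperature. After a 10 s baseline, compound was added and calcium influx was read kinetically for 3 min (ex 480/em 520 nm).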
USP2a block – inhibitors of human ubiquitin-specific protease USP2a. O75604. USP2 core, Ub-CHOP2 coupled fluorogenic reporter, 485/531. Potency, µM (series often up to 38.3 µM), without a hit: top-dose activity change, negative = inhibition, most hits filed as inhibitors. 330,000 compounds, 0.01% hits. AID 463254;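 further: potency means the concentration at half of the fitted maximal effect; plate controls were DMSO wells for no effect and full inhibition by NEM control for full effect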
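Deubiquitinase activity read as fluorescence (485/531 nm) after Ub-CHOP2 cleavage activates the enterokinase reporter on its substrate; USP2 core 10nM, Ub-CHOP2 and substrate 25nM each, 30min compound preincubation then 60min RT; data normalized to NEM, curves fitted.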
Eya2 inh – blocks the phosphatase activity of human Eya2 | 330,000 compounds, 0.006% hits | Potency, µM (titrated, usually from 76.9 µM), inactives show at the top dose activity, negative = inhibition, most hits filed as inhibitors | O00167 | recombinant Eya2, OMFP fluorescence dephosphorylation (OMFP is methylfluorescein phosphate) | AID 488837; further: potency means the concentration at half of the fitted maximal effect; on the % scale 0 is the no-effect control and ±100 the full control effect
Target sequence (O00167 whole entry, looked up): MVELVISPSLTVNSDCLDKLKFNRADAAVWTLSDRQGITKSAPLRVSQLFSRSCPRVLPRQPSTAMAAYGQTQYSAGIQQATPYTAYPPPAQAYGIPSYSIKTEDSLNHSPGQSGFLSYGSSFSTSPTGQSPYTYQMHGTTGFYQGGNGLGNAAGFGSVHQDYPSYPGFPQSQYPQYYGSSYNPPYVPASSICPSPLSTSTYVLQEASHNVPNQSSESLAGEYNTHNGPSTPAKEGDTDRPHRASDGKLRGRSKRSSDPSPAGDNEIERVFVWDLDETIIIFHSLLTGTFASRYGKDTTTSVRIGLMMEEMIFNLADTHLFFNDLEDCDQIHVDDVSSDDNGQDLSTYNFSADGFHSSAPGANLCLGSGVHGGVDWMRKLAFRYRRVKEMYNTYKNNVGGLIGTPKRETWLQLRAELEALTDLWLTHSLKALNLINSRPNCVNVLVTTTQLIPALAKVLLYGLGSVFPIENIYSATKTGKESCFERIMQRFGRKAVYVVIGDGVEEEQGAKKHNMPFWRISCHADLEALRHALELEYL
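Eya2 (0.2 uM) preincubated 10 min at ambient with compound, then OMFP substrate added at 50 uM; 10 min reaction in 50 mM HEPES pH 7.5, 50 mM NaCl, 5 uM MgCl2, 0.05% BSA, 1 mM DTT. Fluorescence read at Ex 485/Em 525 nm.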
B2AR arrestin – recruits beta-arrestin to the human beta2-adrenergic receptor; 330,000 compounds, 0.02% hits; Potency, µM (highest dose often 46.1 µM), without a hit: at the top dose activation, most hits filed as activators; beta-arrestin recruitment to beta2AR, cell-based reporter; AID 492947;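 further: potency means the concentration at half of the fitted maximal effect; 0% = DMSO controls and full agonism = EC100 isoproterenol or metaproterenol; nearly all actives have a fitted effect of over 65% in size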
PTAP TSG101 blk – blocks PTAP/TSG101 interaction to inhibit HIV-1 budding; Q99816; AID 493005; Potency, µM (highest dose often 115 µM), without a hit: at the highest dose activity change, negative = inhibition, most hits filed as inhibitors; 340,000 tested, under 10 active; Fluorescence polarization, FITC-PTAP peptide / Tsg101 binding; active means well fitted inhibition curve with a large enough effect in the main read-out, with a control signal flat, not every such curve was filed as active; inconclusive means small, poorly fitted or top-dose-only effect, or effect the other way, or a change in a side signal; inactive means no such curve, though single readings can be large or run the other way; further: potency means the concentration at half of the fitted maximal effect; % of control where 0% means no effect
Target sequence (Q99816 whole entry, looked up): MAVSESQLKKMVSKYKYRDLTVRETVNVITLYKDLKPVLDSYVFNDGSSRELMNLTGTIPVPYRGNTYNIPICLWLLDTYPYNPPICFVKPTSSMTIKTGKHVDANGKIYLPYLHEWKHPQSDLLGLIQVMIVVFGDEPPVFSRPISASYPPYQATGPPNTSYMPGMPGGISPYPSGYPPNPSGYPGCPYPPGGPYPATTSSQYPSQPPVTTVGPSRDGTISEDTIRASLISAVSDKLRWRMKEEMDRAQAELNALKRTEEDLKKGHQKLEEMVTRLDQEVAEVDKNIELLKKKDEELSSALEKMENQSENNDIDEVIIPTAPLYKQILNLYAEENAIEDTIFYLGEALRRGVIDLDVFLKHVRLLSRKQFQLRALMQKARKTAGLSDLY
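Steps: Tsg101 binding domain dispensed (10 uM final), compounds pinned in DMSO, FITC-labeled PTAP-motif peptide added (50 nM final); after 20 min binding at room temperature, polarization measured.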
* = called active by the depositor; u = inconclusive; x = no result given; & = joins results of further samples; [ ] = remark or other dose. Unless noted, the call rests on the fitted dose curve; in most records, active means well fitted curve in the direction sought with a large enough effect; inconclusive means small, poorly fitted or top-dose-only effect, or another doubt; inactive means no such curve, though single readings can be large; an effect the other way counts as inactive or inconclusive. Rows were taken by chance, and some 2.6% of all compounds hit somewhere here.

SMILES	Integrin act MD	S-ASM inh	BRCA1 expr up	p53 reactivator	uPA surface inh	ELG1 genotoxic	TRPV1 agonist	USP2a block	Eya2 inh	B2AR arrestin	PTAP TSG101 blk
CCOc1cc(N2CCOCC2)c(OCC)cc1NC(=O)c1ccccc1C	-16%	0%	-32%	1%	1%	-8%	2	2%	8%	-0.1%	-4%
O=C(Cc1ccccc1)NCC(=O)OCC(=O)c1ccc([N+](=O)[O-])cc1	-30%	-2%	-4%	17%	4%	-1%	-1	3%	-6%	-0.4%	0%
CCOC(=O)C1=C(COC(=O)c2nc(Cl)ccc2Cl)NC(=O)NC1C (stereo unspecified)	3%	x	-12%	-1%	-17%	2%	3	-1%	-5%	-0.1%	-11%
Cc1ccc(-c2[nH]ncc2C(=O)c2cccc(F)c2)c(O)c1	-9%	-1%	-59%	6%	6%	-7%	12	2%	-1%	-1.2%	-1%
CN(CC(=O)Nc1ccc(N2CCOCC2)cc1)CC(=O)Nc1ccccc1C#N	19%	3%	-16%	13%	6%	3%	-3	6%	-4%	-0.5%	-2%
Brc1ccc(C2=Nc3cccc4cccc(c34)N2)o1	16%	-8%	-41%	2%	1%	3%	0	-1%	-10%	-0.8%	-2%
O=[N+]([O-])c1cccc(Oc2cnccn2)c1	10%	2%	-19%	8%	-1%	4%	-2	-1%	8%	0.2%	-2%
COc1ccc2nc(SCC(=O)Nc3cc(C)on3)c(C#N)cc2c1	u	35%[activator]	30%	0%	-4%	u	1	2%	-4%	-1.0%	-3%
Cc1cc(=O)oc2cc(OCCCC[n+]3ccccc3)ccc12	0%	7%	-3%	0%	1%	4%	4	4%	1%	-0.4%	2%
CCOc1ccc(NC2=C(Cl)C(=O)N(Cc3ccccc3)C2=O)cc1	-50%[inhibitor]	u	2%	-4%	u	-1%	-7	-2%	-14%	0.5%	-5%
O=C1CCc2cc(S(=O)(=O)NCc3ccc(F)cc3)cc3c2N1CC3	0%	2%	0%&-5%	-8%	-2%	-1%	-1	3%	29%	-0.2%	1%
O=C(O)CSCC(=O)N1CCN(c2ncnc3scc(-c4ccccc4)c23)CC1	4%	0%	-14%	0%	4%	0%	-3	6%	-13%	0.0%	-10%
CCCCC(=O)Nc1nc2ccc(C(=O)OC)cc2s1	1%	2%	-44%	u	u	u	14	0%	-4%	-0.2%	-2%
CCOC(=O)c1cc(C#N)c(N)nc1C	-2%[7.66 µM]	-3%	10%	5%	x	-1%	1	2%	-9%	-0.3%	-10%
Cc1ccc(C(=O)OCC(=O)N2C(C)CCCC2C)cc1S(=O)(=O)N1CCCCC1 (stereo unspecified)	-10%	-1%	-17%	-2%	-2%	25%	8	1%	5%	-0.1%	-2%
O=C(CCN1C(=O)S/C(=C\c2ccccc2)C1=O)Nc1ccc(O)cc1C(=O)O	18%	2%	0%	-2%	4%	0%	-2	1%	7%	-0.1%	-9%
COC(=O)CCCNC(=O)OCc1ccc([N+](=O)[O-])cc1	7%	-2%	9%	-1%	-2%	4%	-1	0%	0%	-0.1%	-3%
CCc1nnc(NC(=O)c2ccc(S(=O)(=O)N(CCOC)CCOC)cc2)o1	17%	0%	0%	7%	-1%	0%	-1	3%	14%	0.0%	-5%
COc1ccc2cc(C(=O)NCc3ccccc3CN3CCCC3)ccc2c1	-31%	4%	-23%	-17%	-27%	-8%	2	1%	5%	0.2%	-1%
COc1ccccc1NC(=O)COc1ccc(/C=N/n2cnnc2)cc1OC	19%	-5%	4%	10%	-2%	3%	u	3%	-5%	-0.6%	6%
Cn1c(=O)[nH]c2cc3ccccc3cc21	9%	-2%	-33%	-9%	-8%	16%	-2	0%	2%	-1.0%	-2%
O=S1(=O)CCC(NC(=S)N2CCCCC2)C1 (stereo unspecified)	5%	-1%	2%	-3%	2%	1%	5	-2%	6%	-0.7%	-4%
CCc1ccc(NS(=O)(=O)c2c(C)nc3sc(CC)nn3c2=O)cc1	-4%	-5%	-1%	x	3%	0%	10	1%	-6%	0.0%	-1%
COC(=O)CN(c1ccc2c(c1)OCO2)S(C)(=O)=O	21%	-1%	-9%	4%	2%	0%	3	1%	12%	-0.1%	1%
CCn1c(SCC(=O)Nc2nc(C)c(C)s2)nc2cccnc21	-2%	-2%	-30%	-3%	-1%	5%	-3	3%	1%	-0.3%	-8%
O=C(c1cccc(COc2cccc3ccccc23)c1)N1CCCC1	0%	-6%	u	u	2%	15%	2	0%	-7%	-0.2%	-5%
COc1ccc(S(=O)(=O)N(C)c2nc3ccccc3n3c(CC(C)C)nnc23)cc1	-22%	-2%	-7%	-8%	-13%	0%[9.26 µM]	7	0%	-2%	0.0%	-5%
Cc1cccc2nc(-c3cccc(NC(=O)Cc4ccccc4)c3)cn12	-18%	-2%	37%	21%	-3%	-7%	11	0%	-4%	0.1%	-2%
CCC(=O)N1COC[C@@H]1Cc1ccccc1	16%	5%	11%	-1%	3%	-2%	-2	5%	-2%	0.3%	-1%
C=C(C)CNC(=S)NNC(=O)CCn1c2ccc(Cl)cc2c2cc(Cl)ccc21	11%	-21%	-79%[inhibitor]	-13%	1%	-10%	6	-10%	-4%	-0.3%	-2%
CCCc1ccc(OC(=O)c2ccc(O)cc2Cl)cc1	u	-11%	u	u	-3%	u	u	-3%	-22%	0.2%	-2%
C1=Nc2c(Nc3ccccc3)ncnc2Oc2ccccc21	6%[7.66 µM]	-2%	22%	2%	x	-2%	u	3%	-6%	0.3%	-16%
O=C(Cc1cccc2ccccc12)Nc1nc2ccccc2[nH]1	26%[7.66 µM]	9%	-49%	8%	x	1%	1	2%	5%	-0.2%	-4%
CCOC(=O)CN(C#N)c1nc(N(C)C)nc(N(C)C)n1	-29%	3%	-9%	4%	-2%	-2%	25	3%	-12%	0.1%	-3%
CCn1c(=O)c2ccccc2n(CC(=O)N2CCCc3ccccc32)c1=O	-6%	0%	-6%	6%	1%	0%	4	1%	8%	-0.1%	-6%
Cc1c(C)c2c(OCC(=O)NCCCO)cc3c(c2oc1=O)CCC(C)(C)O3	-14%	90%[activator]	-29%	4%	-6%	2%	8	4%	0%	-0.2%	-3%
COc1ccccc1C1CCN(Cc2ccc(C)cc2)CC1	-48%[inhibitor]	-1%	-28%	-3%	-6%	-11%	-2	4%	-4%	0.3%	-4%
Cc1cccn2c(=O)nc(SCC(=O)N3CC(C)OC(C)C3)nc12 (stereo unspecified)	21%	-2%	9%	-3%	-1%	-5%	-5	-2%	-27%	0.2%	0%
COc1ccc2nc(N3CCN(C(=O)c4ccc5ncsc5c4)CC3)sc2c1	u	-3%	-10%	-4%	3%	-1%	6	1%	-1%	-0.1%	-4%
CCCNC(=O)C1CN(S(=O)(=O)c2ccccc2)CCN1S(=O)(=O)c1ccccc1 (stereo unspecified)	2%	4%	0%	2%	6%	-7%	1	-1%	-18%	-0.2%	-5%
CSC1=C(C#N)C(C)C2=C(CC(C)(C)CC2=O)N1 (stereo unspecified)	0%	45%[activator]	-21%	-1%	-3%	-9%	12	0%	-25%	-0.1%	-10%
Cc1cc(C)c(NC(=S)N2CCC(N(C)CC3CCCO3)CC2)c(C)c1 (stereo unspecified)	-6%	6%	-21%	-6%	x	0%	1	4%	0%	0.1%	-5%
CC1CC(=O)Nc2ccccc2N1C(=O)Cn1cnc2ccccc2c1=O (stereo unspecified)	23%	3%	1%	4%	u	0%	1	1%	-5%	0.1%	-7%
Cc1nnc(C)c2c(C)n(-c3ccc4ncccc4c3)c(C)c12	8%	3%	-10%	-3%	0%	-1%	2	0%	4%	0.2%	-5%
COc1cc(-c2cc(C(=O)Nc3ccccc3N3CCOCC3)c3ccccc3n2)cc(OC)c1OC	u	-3%	-50%	5%	9%	-14%	1	1%	8%	0.0%	0%
COc1ccc(C=NNC(=S)Nc2ccc(F)cc2)cc1OC	22%	-13%	-27%	x	-4%	x	x	x	x	x	-9%
Cc1ccc(OCCC(=O)OCC(=O)N2CCN(S(=O)(=O)c3ccc(C)cc3C)CC2)cc1	24%	x	1%	-2%	-9%	-2%	-2	0%	-3%	11%	-1%
O=C(NCc1ccc2c(c1)OCO2)Nc1cccc(Cl)c1	39%	-3%	u	x	-15%	u	u	-6%	1%	-0.5%	-6%
